A350 fluor – A350 region autofluorescence; 59,000 tested, 11% active; AID 590; max dye-equivalent concentration, M; Compound autofluorescence, 340/450 nm, Alexa 350 dye-equivalents; active compounds read high; in the data active = max dye-equivalent concentration above about 10 nM; inconclusive = mostly about 1.1 nM to 9.6 nM
FLuc inh – inhibitors of firefly luciferase | P08659 | purified firefly luciferase, luminescence, 8 min | Potency, µM (titrated, usually from 57.1 µM), without a hit: at the highest dose activity change, negative = inhibition, most hits filed as inhibitors | 72,000 tested, 2.2% active; also: potency is read from the fitted curve at half-maximal effect; % is scaled to controls: 0 for no effect and ±100 for the full control effect; nearly all actives have a fitted effect of over 40% in size
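Luminescence read-out after 8 min at room temperature; enzyme reaction used luciferin plus 10 uM ATP (linear range) in imidazole buffer pH 7.2 with KCl, MgCl2, Tween 20 and BSA. Each sample was run as a titration.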
Tau fil binding – binds recombinant human tau filaments; 71,000 tested, 2% active; Potency, µM (top dose mostly 57.1 µM), for inactives: at the top dose activity change, negative = inhibition; AID 596; P10636; recombinant tau filaments, thioflavin S fluorescence, 15 h; filaments grown with octadecylsulfate alongside compound;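 also: potency is read from the fitted curve at half-maximal effect; % is scaled to controls: 0 for no effect and ±100 for the full control effect; actives lower thioflavin S fluorescence by blocking filaments or displacing dye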
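Read-out: ThS fluorescence, 450 nm excitation/510 nm emission; lower signal marks blocked filament formation or displaced dye. Tau at 1 uM with 30 uM ODS, 10 uM ThS, 5 mM DTT, 100 mM NaCl, 10 mM HEPES pH 7.4; 15 h, 37 C.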
USP2a inh – blocks human ubiquitin-specific protease USP2a | 60,000 tested, 0.1% active | USP2a enzymatic assay, qHTS inhibition | Potency, µM (series often up to 38.3 µM), for the others: top-dose activity change, negative = inhibition, usual class: inhibitors;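 also: potency is read from the fitted curve at half-maximal effect; nearly all actives have a fitted effect of over 60% in size; plate controls were DMSO for no effect and NEM full inhibition control for full effect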
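USP2 core (20nM final) preincubated 30 min RT with compound, then Ub-PLA2 20nM and NBD C6-HPC 20uM final added; buffer 20mM Tris-HCl pH 8.0, 2mM CaCl2. Fluorescence Ex 460/Em 535 read at 0 and 2.5 h; normalized to NEM.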
Caspase-1 inhib – allosteric or competitive inhibitors of human caspase-1; P29466; Caspase-1 enzyme, Ac-WEHD-AFC fluorogenic rate; Potency, µM (titrated, usually from 57.5 µM), for inactives: at the top dose activity change, negative = inhibition, hits mostly inhibitors; 75,000 tested, 0.03% active;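 also: potency is read from the fitted curve at half-maximal effect; plate controls were vehicle for no effect and no substrate for full effect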
ERK AVP inh – inhibitors of vasopressin-stimulated ERK signaling pathway; HEK293-V1b, vasopressin-stimulated pERK AlphaScreen; Potency, µM (highest dose often 57.5 µM), for the others: top-dose activity, negative = inhibition, most hits filed as inhibitors; 72,000 tested, 0.99% active; also: potency is read from the fitted curve at half-maximal effect; % is scaled to controls: 0 for no effect and ±100 for the full control effect; nearly all actives have a fitted effect of over 55% in size
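HEK293 cells stably expressing V1b receptor, seeded overnight in 1% FBS, were treated with compounds for 30 min at 37C, then stimulated 5 min with 25 nM vasopressin; phospho-ERK read by AlphaScreen SureFire after lysis.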
BRCT inh green – BRCA1 BRCT-phosphoprotein interaction inhibition. P38398. AID 875. 75,000 tested, 0.05% active. BRCA1 BRCT-phosphopeptide binding, green fluorescence polarization. Potency, µM (doses to about 76.9 µM), without a hit: at the highest dose activity change, negative = inhibition, actives largely listed as inhibitors;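 also: potency is read from the fitted curve at half-maximal effect; plate controls were peptide without protein for full effect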
Target sequence (P38398 whole entry, looked up): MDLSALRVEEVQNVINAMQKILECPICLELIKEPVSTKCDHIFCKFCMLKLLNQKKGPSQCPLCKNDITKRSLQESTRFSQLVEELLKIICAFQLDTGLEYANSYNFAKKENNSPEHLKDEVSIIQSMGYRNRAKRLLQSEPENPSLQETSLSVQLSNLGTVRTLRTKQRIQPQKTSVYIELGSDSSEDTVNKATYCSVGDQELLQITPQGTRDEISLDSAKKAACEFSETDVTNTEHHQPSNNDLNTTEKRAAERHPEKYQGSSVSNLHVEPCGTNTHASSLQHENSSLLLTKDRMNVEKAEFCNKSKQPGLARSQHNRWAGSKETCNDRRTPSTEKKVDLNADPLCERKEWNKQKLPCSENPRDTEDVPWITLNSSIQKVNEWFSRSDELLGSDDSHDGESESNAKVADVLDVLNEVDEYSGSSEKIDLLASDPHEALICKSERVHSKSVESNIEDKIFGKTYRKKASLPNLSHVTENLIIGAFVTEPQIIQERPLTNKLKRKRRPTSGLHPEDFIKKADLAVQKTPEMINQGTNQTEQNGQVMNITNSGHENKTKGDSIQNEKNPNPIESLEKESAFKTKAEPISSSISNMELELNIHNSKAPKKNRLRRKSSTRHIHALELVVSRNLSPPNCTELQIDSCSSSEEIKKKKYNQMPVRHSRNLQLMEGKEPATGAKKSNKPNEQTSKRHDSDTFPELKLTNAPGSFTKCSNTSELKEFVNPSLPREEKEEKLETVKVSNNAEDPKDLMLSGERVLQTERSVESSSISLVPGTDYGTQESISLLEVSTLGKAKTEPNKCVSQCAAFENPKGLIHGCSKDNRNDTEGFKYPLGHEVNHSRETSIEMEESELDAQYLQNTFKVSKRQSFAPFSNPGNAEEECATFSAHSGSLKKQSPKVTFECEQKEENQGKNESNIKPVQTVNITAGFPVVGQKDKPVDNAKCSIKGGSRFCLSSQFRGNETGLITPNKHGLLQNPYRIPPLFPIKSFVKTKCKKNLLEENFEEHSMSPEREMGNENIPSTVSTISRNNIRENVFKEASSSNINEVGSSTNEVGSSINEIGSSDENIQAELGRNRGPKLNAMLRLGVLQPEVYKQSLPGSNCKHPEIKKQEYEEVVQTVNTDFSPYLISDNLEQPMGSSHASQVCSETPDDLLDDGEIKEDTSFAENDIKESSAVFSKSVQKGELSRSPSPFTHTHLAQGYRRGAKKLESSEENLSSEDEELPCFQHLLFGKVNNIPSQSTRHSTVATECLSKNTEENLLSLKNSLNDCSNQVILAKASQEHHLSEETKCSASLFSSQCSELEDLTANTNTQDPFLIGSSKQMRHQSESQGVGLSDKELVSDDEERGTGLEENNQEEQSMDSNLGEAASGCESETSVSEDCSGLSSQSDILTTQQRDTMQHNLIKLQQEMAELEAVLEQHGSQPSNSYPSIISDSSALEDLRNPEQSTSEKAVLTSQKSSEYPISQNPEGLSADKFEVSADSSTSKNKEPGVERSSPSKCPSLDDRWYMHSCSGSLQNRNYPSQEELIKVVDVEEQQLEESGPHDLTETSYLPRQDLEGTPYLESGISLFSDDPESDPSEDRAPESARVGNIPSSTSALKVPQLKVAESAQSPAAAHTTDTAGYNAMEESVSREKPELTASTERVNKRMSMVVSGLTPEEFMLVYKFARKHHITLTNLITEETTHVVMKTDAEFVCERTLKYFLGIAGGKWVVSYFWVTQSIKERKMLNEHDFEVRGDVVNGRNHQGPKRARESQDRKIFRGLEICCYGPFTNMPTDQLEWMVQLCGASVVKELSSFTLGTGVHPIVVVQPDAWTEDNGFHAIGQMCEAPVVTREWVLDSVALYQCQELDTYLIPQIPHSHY
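Compounds were incubated for 12 min at room temperature with a complex of 100 nM fluorescein-tagged pBACH1 decapeptide and 250 nM His-tagged BRCT protein. Buffer was phosphate pH 7.3 with EDTA, DTT and Tween 20. Disruption of binding lowers the polarization signal.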
HEK293 cAMP ctrl – parental HEK293 cAMP activation (counter-screen) | AID 938 | Potency, µM (doses to about 57.1 µM), inactives show at the top dose activation, hits mostly activators | parental HEK293 CNG cAMP sensor, membrane potential fluorescence | 73,000 tested, 2.5% active; also: potency is read from the fitted curve at half-maximal effect; % of control where 0% means no effect; nearly all actives have a fitted effect of over 55% in size
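Counterscreen for endogenous-receptor signalling: CNG-channel HEK 293 cells report cAMP rise by membrane depolarization. After 60 min dye equilibration with 100 uM RO 20-1724, compounds incubated 30 min before bottom-read fluorescence at 590 nm.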
CRE Fsk mod – modulators of forskolin-stimulated CRE signaling in CHO cells. CHO CRE-bla reporter (cAMP response element driving beta-lactamase), forskolin EC10, beta-lactamase ratio. Potency, µM (titrated, usually from 38.2 µM), without a hit: at the highest dose activity change, negative = inhibition, actives largely listed as activators. 71,000 tested, 2.5% active. AID 662; active = well fitted activation curve with a large enough effect in the signal ratio, with a control signal flat, not every such curve was filed as active; inconclusive = small, poorly fitted or top-dose-only effect, or effect the other way, or a change in a side signal; the % refers to the signal ratio; also: potency is read from the fitted curve at half-maximal effect; % of control where 0% means no effect
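CRE-bla CHO cells stimulated with EC10 NKH 477 (water-soluble forskolin) and compound titrations, 3 h at 37C; beta-lactamase read with CCF4 after 2 h at room temperature. Activity from 460/530 nm emission ratio, AC50 values for positive or negative modulation.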
BRCT PPI red – inhibitors of human BRCA1 BRCT-phosphoprotein interaction (red fluorophore); P38398; AID 892; 75,000 tested, 0.03% active; BRCT-phosphopeptide binding, red fluorescence polarization; Potency, µM (top dose mostly 76.9 µM), for the others: at the top dose activity change, negative = inhibition, hits mostly inhibitors; also: % is scaled to controls: 0 for no effect and ±100 for the full control effect
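Fluorescence polarization: 100 nM His-tagged BRCA1 BRCT with 100 nM TAMRA-labelled phospho-BACH1 decapeptide, phosphate buffer pH 7.3 with 150 mM NaCl, DTT, 0.01% Tween 20; 12 min RT. Binding inhibition seen as FP decrease.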
Caspase-7 inhib – blocks human caspase-7 allosterically or competitively | P55210 | Potency, µM (doses to about 57.5 µM), for the others: at the top dose activity change, negative = inhibition, actives largely listed as inhibitors | 75,000 tested, 0.02% active | recombinant caspase-7, Ac-DEVD-AFC fluorescence rate; active = well fitted inhibition curve with a large enough effect in the main read-out, with a control signal flat, not every such curve was filed as active; inconclusive = small, poorly fitted or top-dose-only effect, or a change in a side signal; also: potency is read from the fitted curve at half-maximal effect; % of control where 0% means no effect
The depositor's hits bear a star; i = inactive; u = inconclusive; x = no result given; [ ] = remark or other dose. Unless noted, calls follow the shape of the dose curve; as a rule, active = well fitted curve in the direction sought with a large enough effect; inconclusive = small, poorly fitted or top-dose-only effect, or another doubt; inactive = no such curve, though single readings can be large; an effect the other way counts as inactive or inconclusive.

SMILES	A350 fluor	FLuc inh	Tau fil binding	USP2a inh	Caspase-1 inhib	ERK AVP inh	BRCT inh green	HEK293 cAMP ctrl	CRE Fsk mod	BRCT PPI red	Caspase-7 inhib
COc1ccccc1N1CCN(CC(=O)Nc2cccc(F)c2)CC1	i	0%	-9%	-8%	2%	-2%	-0.9%	u	u	-0.8%	-2%
O=C(O)C1CCCN1c1ncnc2ccccc12 (stereo unspecified)	i	2%	-1%	-3%	0%	-9%	-2.8%	1%	17%	0.5%	0%
O=C(CSc1nnc(Cn2nnc(-c3ccccc3)n2)n1-c1ccccc1)Nc1ccc(F)cc1	i	1%	13%	22%	-3%	-14%	0.1%	4%	-11%	0.7%	-4%
CC(C)NC(=O)c1cc2cc(Br)ccc2oc1=O	i	1%	-5%	39%[activator]	2%	11%	-1.8%	7%	-10%	-0.8%	-2%
COCCCNC(=O)Nc1ccc(Br)cc1Cl	i	-2%	-1%	-2%	-3%	1%	1.3%	3%	-7%	0.1%	0%
CCOC(=O)c1cccc2c1-c1ccccc1/C2=N/O	i	-3%	-18%	u	-2%	-5%	0.1%	12%	u	-2.6%	-2%
CCOc1cc(N2CCOCC2)c(OCC)cc1NC(=O)COc1cccc2cccnc12	1.9e-08M*	2%	25µM*	26%	-7%	7%	0.6%	-9%	u	0.5%	-10%
CC(=O)NC(Cc1c[nH]c2ccccc12)C(=O)NCc1ccc2c(c1)OCO2 (stereo unspecified)	i	0%	-12%	17%	-4%	-3%	-2.9%	3%	-5%	-0.3%	0%
CCc1nnc(NC(=O)c2c(OC)cccc2OC)s1	i	4%	-2%	-2%	2%	-10%	-3.3%	7%	2%	-0.2%	1%
Cc1nc(Nc2cccc(C(F)(F)F)c2)nc2c1C(=O)CC(C)C2 (stereo unspecified)	i	3%	-6%	5%	0%	-13%	0.1%	13%	-1%	1.8%	0%
Cc1ccccc1-n1c(Cn2c(=O)sc3ccccc32)nnc1SCC(N)=O	x	0%	2%	x	0%	-11%	-0.1%	-3%	-6%	0.1%	2%
CC(=O)c1ccc(NC(=O)C(C)Sc2nnnn2C)cc1 (stereo unspecified)	i	5%	-8%	-7%	2%	10%	-1.5%	-4%	0%	-0.1%	0%
CC(C)OCCCNC(=O)C1CCN(S(=O)(=O)N2CCCCC2)CC1	u	0%	1%	-3%	-2%	-7%	-1.5%	u	10%	0.0%	-1%
COc1ccc(-n2c(Cc3cccn3C)nnc2SCC(=O)Nc2ccccc2)cc1	x	0%	-5%	x	-4%	x	1.6%	-6%	-15%	-5.8%	1%
COc1ccc(OC)c(-n2c(O)cnc2Nc2nc(C)cc(C)n2)c1	x	3%	-3%[11.4 µM]	3%[7.66 µM]	-1%	-17%	-1.9%	7%[11.4 µM]	12%[7.6 µM]	-0.3%	-1%

Entries of single compounds from above. Screens in order: A350 fluor	FLuc inh	Tau fil binding	USP2a inh	Caspase-1 inhib	ERK AVP inh	BRCT inh green	HEK293 cAMP ctrl	CRE Fsk mod	BRCT PPI red	Caspase-7 inhib
CCOC(=O)c1cccc2c1-c1ccccc1/C2=N/O across the screens: i	-3%	-18%	u	-2%	-5%	0.1%	12%	u	-2.6%	-2%
COc1ccc(OC)c(-n2c(O)cnc2Nc2nc(C)cc(C)n2)c1 across the screens: x	3%	-3%[11.4 µM]	3%[7.66 µM]	-1%	-17%	-1.9%	7%[11.4 µM]	12%[7.6 µM]	-0.3%	-1%
COCCCNC(=O)Nc1ccc(Br)cc1Cl across the screens: i	-2%	-1%	-2%	-3%	1%	1.3%	3%	-7%	0.1%	0%
CC(=O)c1ccc(NC(=O)C(C)Sc2nnnn2C)cc1 (stereo unspecified) across the screens: i	5%	-8%	-7%	2%	10%	-1.5%	-4%	0%	-0.1%	0%
CC(=O)NC(Cc1c[nH]c2ccccc12)C(=O)NCc1ccc2c(c1)OCO2 (stereo unspecified) across the screens: i	0%	-12%	17%	-4%	-3%	-2.9%	3%	-5%	-0.3%	0%

Molecules above that have bromine:
SMILES	A350 fluor	FLuc inh	Tau fil binding	USP2a inh	Caspase-1 inhib	ERK AVP inh	BRCT inh green	HEK293 cAMP ctrl	CRE Fsk mod	BRCT PPI red	Caspase-7 inhib
CC(C)NC(=O)c1cc2cc(Br)ccc2oc1=O	i	1%	-5%	39%[activator]	2%	11%	-1.8%	7%	-10%	-0.8%	-2%
COCCCNC(=O)Nc1ccc(Br)cc1Cl	i	-2%	-1%	-2%	-3%	1%	1.3%	3%	-7%	0.1%	0%

Next records.
SMILES	A350 fluor	FLuc inh	Tau fil binding	USP2a inh	Caspase-1 inhib	ERK AVP inh	BRCT inh green	HEK293 cAMP ctrl	CRE Fsk mod	BRCT PPI red	Caspase-7 inhib
Cc1cc(=O)oc2cc(OCC(O)CN3CCN(c4ccc(F)cc4)CC3)ccc12 (stereo unspecified)	u	-6%	8%	4%	0%	-6%	-1.9%	-29%	-1%	-2.1%	1%
CN1CCN2c3ncccc3Cc3ccccc3C2C1 (stereo unspecified)	x	-1%	u	x	-2%	-19%	-1.6%	u	u	0.9%	1%
C=C(C)COc1ccc(-c2ncncc2Oc2ccc(OC)cc2)c(O)c1	i	-3%	20µM*	-4%	0%	6%	2.8%	13%	-9%	-0.6%	-8%
Cc1nc(SCC(=O)Nc2ccc3c(c2)OCCO3)c2oc3ccccc3c2n1	i	0%	315%	14%	-3%	u	-2.1%	20%	0.25µM*	-0.6%	-1%
CCc1ccc(OCc2nnc(SCCN3CCOCC3)n2C)cc1	i	-27%	1%	-4%	1%	-1%	-1.9%	-7%	0%	-1.0%	0%
Cn1c(=O)c(C(=O)COC(=O)c2cc(C(F)(F)F)nc3ccccc23)c(N)n(Cc2ccccc2)c1=O	x	x	x	x	-5%	28%	3.6%	x	x	-1.0%	-10%
CC(=O)NCC(=O)NC1(C(=O)NC2CCCC2)CCCCC1	i	0%	-5%	3%	-1%	7%	-1.7%	u	3%	-0.6%	0%
O=C(C1CC1)N1CCCN(C(=O)C2CC2)CC1	x	0%	13%	-12%	-2%	-12%	-1.2%	8%	-2%	0.9%	1%
CC1(C)SCC(C(=O)O)N1C=O (stereo unspecified)	x	3%	0%	2%	0%	3%	6.1%	0%	-4%	1.0%	0%
COc1ccccc1N1CCN(C(c2cc3ccc(C)cc3[nH]c2=O)c2nnnn2C2CCCC2)CC1 (stereo unspecified)	i	-3%	-11%	21%	-7%	8%	-1.1%	u	u	-2.5%	-6%
O=C1CC(Sc2ncccn2)C(=O)N1c1ccccc1C(F)(F)F (stereo unspecified)	i	4%	6%	0%	0%	-9%	-1.3%	0%	-6%	1.2%	1%
CCN(C(=O)c1cnc(N2CCN(c3ncccn3)CC2)c2ccccc12)c1cccc(Cl)c1	4e-08M*	1%	23%	23%	-6%	-7%	-0.1%	u	u	-0.1%	-14%
Cc1noc(C)c1S(=O)(=O)NCCc1ccc(S(N)(=O)=O)cc1	i	2%	-2%	1%	0%	29%	0.6%	6%	-7%	-0.6%	1%
CCSc1nnc2c(n1)OC1(CCCC1)Nc1ccccc1-2	x	0%	0%	x	-2%	-18%	-1.2%	1%	u	-0.7%	-2%
CCOC(=O)c1cnc(-n2nc(C)cc2C)nc1N(C)C	i	13µM*	5%	-6%	0%	-26%	3.1%	7%	15%	-3.7%	0%
CCCCOC(=O)CCn1[nH]c(=O)c2ccccc2c1=O	u	1%	-4%	0%	0%	5%	-0.3%	-7%	5%	0.6%	-3%
Cc1ccc(-c2nnc(-c3ccc(Br)cc3)o2)o1	i	-10%	-1%	5%	0%	15%	1.6%	u	2%	-2.1%	-1%
COc1ccccc1CNC(=O)CCCN1C(=O)COc2ccc(C)cc21	u	1%	8%	-7%	-1%	-16%	0.8%	2%	-1%	0.5%	1%
CCCCS(=O)CC(COc1ccc(Cl)cc1)OC(=O)c1ccccc1 (stereo unspecified)	x	1%	14%[11.4 µM]	8%[7.66 µM]	-4%	-22%	3.1%	u	u	0.9%	-5%
COc1ccc(C2C(C#N)=C(/N=C/N3CCN(C)CC3)OC3=C2C(=O)CC(C)(C)C3)cc1 (stereo unspecified)	i	3%	-14%	18%	4%	-13%	-0.7%	14%	-9%	-0.6%	-1%

Screening data: PubChem BioAssay, National Center for Advancing Translational Sciences (NCATS)

Not a hit list; about 16% have a hit in one of these screens.
